TbHK1 inh = Trypanosoma brucei hexokinase 1 inhibitors, primary screen, biochemical, G6PDH-coupled NADH absorbance, MLSCN library; recombinant TbHK1, G6PDH-coupled NADH A340; hexokinase 1 [Trypanosoma brucei]; inhibition, % at 10 µM; 220,000 tested, 0.11% active; AID 1430, 2008;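 active = inhibition of 50% or more in the single-dose primary screen; inactive = inhibition below 50%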
RBBP9 inhibitor = human RBBP9 inhibitors, primary screen, biochemical, fluorescence polarization, FP-Rh probe, HTS; recombinant RBBP9; Serine hydrolase RBBP9 (Homo sapiens), O75884; 220,000 tested, 0.2% active; AID 1515, 2009; inhibition, % at 7.94 µM;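 active = inhibition above the campaign mean of all tested compounds plus 3 SD, cut at about 14% in these data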;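 also: plate controls were DMSO wells with RBBP9 for no effect and wells lacking RBBP9 protein for full effect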
Target sequence (O75884 whole entry, looked up): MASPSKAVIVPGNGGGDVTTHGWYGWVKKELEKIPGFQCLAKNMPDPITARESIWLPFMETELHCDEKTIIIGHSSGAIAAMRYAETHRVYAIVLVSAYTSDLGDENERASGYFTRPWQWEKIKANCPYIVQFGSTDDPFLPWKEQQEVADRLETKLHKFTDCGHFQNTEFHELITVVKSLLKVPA
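Test system: recombinant human RBBP9. Quantity: 2.5 µM RBBP9 dispensing solution, before mixing. Detection: FP readout at 525/598 nm. Reagent: Serine-hydrolase probe FP-Rh, 375 nM pre-mixing. Measure: % inhibition. Control set: DMSO-treated enzyme wells and wells lacking RBBP9. Buffer or medium: Tris-NaCl-Pluronic buffer, pH 8.0. Times: preincubation 30 min plus labeling 45 min at 25 °C.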
Furin inhibitor = human furin inhibitors, primary screen, biochemical, fluorescence intensity | P09958 | purified furin, fluorogenic substrate cleavage | inhibition, % at 30 µM | 220,000 tested, 0.061% active | AID 463115, 2010; in the data active = inhibition above about 25%; also: inactives centre near -15
m-calpain inh = inhibitors of pig calpain II, primary screen, biochemical, fluorogenic peptide substrate, 1536-well | 220,000 tested, 0.37% active | inhibition, % at 16 µM | purified calpain II, 30 min;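 active = inhibition above about 50%, limit read from the data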
EBV gp42 inh = Epstein-Barr virus gp42 inhibitors, primary screen, biochemical, uHTS, fluorescence polarization; AID 1085, 2008; Glycoprotein 42 (Epstein-Barr virus (strain AG876)), Q1HVG2; inhibition, % (tested at 21.74 µM); 220,000 tested, 0.42% active; Fluorescence polarization binding assay, mP read-out; in the data active = inhibition above about 50%
p97 inhibitor = inhibitors of human p97 ATPase, primary screen, biochemical. Transitional endoplasmic reticulum ATPase (Homo sapiens), P55072. recombinant p97 ATPase, Kinase-Glo ATP luminescence, 3 h. inhibition, % at 8 µM. 220,000 tested, 0.42% active. AID 1481, 2009; in the data active = inhibition above about 15%;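 also: 0% = DMSO vehicle and 100% = wells lacking enzyme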
Target sequence (P55072 whole entry, looked up): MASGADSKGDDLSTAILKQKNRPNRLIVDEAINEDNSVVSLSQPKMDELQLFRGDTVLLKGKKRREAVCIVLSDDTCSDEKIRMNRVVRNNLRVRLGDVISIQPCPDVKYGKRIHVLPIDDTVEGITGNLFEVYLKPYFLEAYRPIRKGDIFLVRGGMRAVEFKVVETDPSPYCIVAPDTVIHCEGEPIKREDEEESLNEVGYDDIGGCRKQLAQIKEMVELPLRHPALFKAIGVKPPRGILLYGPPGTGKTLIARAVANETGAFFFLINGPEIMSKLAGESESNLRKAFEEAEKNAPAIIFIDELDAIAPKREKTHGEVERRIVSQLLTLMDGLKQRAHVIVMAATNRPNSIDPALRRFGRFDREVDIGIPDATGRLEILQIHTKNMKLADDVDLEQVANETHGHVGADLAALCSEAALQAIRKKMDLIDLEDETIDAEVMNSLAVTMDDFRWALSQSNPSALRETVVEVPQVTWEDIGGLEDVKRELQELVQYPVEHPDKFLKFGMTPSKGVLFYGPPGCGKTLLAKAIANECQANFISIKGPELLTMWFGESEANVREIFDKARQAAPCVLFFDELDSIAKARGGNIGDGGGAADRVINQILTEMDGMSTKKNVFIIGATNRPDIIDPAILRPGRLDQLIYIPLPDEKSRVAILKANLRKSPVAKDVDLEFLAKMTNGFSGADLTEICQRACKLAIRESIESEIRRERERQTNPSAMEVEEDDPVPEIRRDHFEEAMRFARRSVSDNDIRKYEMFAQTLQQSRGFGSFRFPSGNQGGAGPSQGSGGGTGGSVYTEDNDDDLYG
p47phox inh = p47phox/p22phox peptide binding inhibitors, primary screen, biochemical, uHTS, NADPH oxidase regulatory subunit; fluorescence polarization, 2 h; inhibition, % at 24.7 µM; 220,000 tested, 0.53% active;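 active = inhibition above about 30%, limit read from the data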;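 also: 0% = p47phox with labelled peptide and 100% = labelled peptide alone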
Runt-SMMHC FRET = inhibitors of RUNX1 Runt–CBFb-SMMHC binding, primary screen, biochemical, FRET, Cerulean-Runt, Venus-CBFb-SMMHC, uHTS. Runt-related transcription factor 1 (Homo sapiens) + Core-binding factor subunit beta …. inhibition, % at 20 µM. Cerulean-Runt/Venus-CBFb-SMMHC FRET ratio 530/480, 1 h. 220,000 tested, 0.74% active;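 active = mean inhibition across duplicate retests at 20 µM reaching about 50%, limit read from the data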;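 also: 0% = DMSO wells and 100% = wells with excess untagged CBFb-SMMHC; inhibitors lower the FRET ratio by blocking Runt binding to CBFb-SMMHC; some results filed as inactive read as strong as hits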
Runt-CBFb FRET = inhibitors of RUNX1 Runt–CBFb binding, primary screen, biochemical, FRET, Cerulean-Runt, Venus-CBFb, uHTS; Runt-related transcription factor 1 (Homo sapiens) + Core-binding factor subunit beta …; Cerulean-Runt/Venus-CBFb FRET ratio 530/480, 1 h; inhibition, % at 20 µM; 220,000 tested, 0.46% active; AID 1496, 2009;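 active = inhibition over about 50% at 20 µM in the single-dose screen, limit read from the data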;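 also: 0% = DMSO wells and 100% = excess unlabeled CBFb competitor control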
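Assay system: Cerulean-Runt domain fusion protein, energy donor; Signal: fluorescence energy transfer, 422 nm excitation, 530/480 nm emission; Timing: 1 h compound exposure, room temperature; Control set: unlabeled CBFb; Medium: Tris buffer pH 7.5 with salts and BSA; Compound: single test concentration of 20 µM, 1% DMSO final; Probe or stimulus: Venus-CBFb 100 nM.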
Numbers without * were called inactive; [ ] = remark or other dose.

Screening COc1ccc(C2CC(c3cccs3)=NN2C(=S)Nc2ccccc2)cc1OC (centres undefined) returned TbHK1 inh -11.4, RBBP9 inhibitor 1.2, Furin inhibitor -16.7, m-calpain inh -32.6, EBV gp42 inh -19.4, p97 inhibitor 9.6, p47phox inh 1.3, Runt-SMMHC FRET 1.4 and Runt-CBFb FRET 1.1.
Screening CCCS(=O)(=O)Nc1ccc2cn[nH]c2c1 returned TbHK1 inh -1.1, RBBP9 inhibitor 16.6*, Furin inhibitor -11.0, m-calpain inh 7.6, EBV gp42 inh -10.5, p97 inhibitor 5.1, p47phox inh -5.7, Runt-SMMHC FRET 1.6 and Runt-CBFb FRET -0.9.
Screening CCCc1sc(N)nc1-c1ccc(Cl)cc1 returned TbHK1 inh -1.7, RBBP9 inhibitor 0.8, Furin inhibitor -13.6, m-calpain inh 3.5, EBV gp42 inh 1.4, p97 inhibitor -3.7, p47phox inh -5.1, Runt-SMMHC FRET 0.5 and Runt-CBFb FRET 3.5.
CC1(OC(=O)C2CCCC2)C(=O)C=C2C=C(c3ccsc3)N(CCc3ccccn3)C=C2C1=O (centres undefined) was read as TbHK1 inh -46.9, Furin inhibitor -7.4, m-calpain inh 20.4, EBV gp42 inh 9.2, p47phox inh 1.3, Runt-SMMHC FRET 34.0 and Runt-CBFb FRET 0.5.
For COc1cc(S(=O)(=O)N2CCCCC2)ccc1NC(=O)c1ccc(F)cc1 the results were TbHK1 inh 1.0, RBBP9 inhibitor -8.8, Furin inhibitor -19.3[20 µM], m-calpain inh -38.8, EBV gp42 inh -19.1, p97 inhibitor -0.1, p47phox inh 1.4, Runt-SMMHC FRET 3.0 and Runt-CBFb FRET -0.4.
For COc1ccc(/C=C(/CC(=O)Nc2ccc(C)cc2)c2nc3ccccc3s2)cc1 the results were TbHK1 inh -11.7, RBBP9 inhibitor -1.4, Furin inhibitor -26.0, m-calpain inh -0.2, EBV gp42 inh -21.4, p97 inhibitor 9.8, p47phox inh -35.5, Runt-SMMHC FRET -2.4 and Runt-CBFb FRET -1.7.
`C=CCn1c(=O)c2ccccc2n2c(SCc3nnc(-c4ccccc4Br)o3)nnc12` gave TbHK1 inh -2.3, RBBP9 inhibitor -8.9, Furin inhibitor -18.5, m-calpain inh -13.6, EBV gp42 inh 0.6, p97 inhibitor 1.8, p47phox inh -4.0, Runt-SMMHC FRET -4.8 and Runt-CBFb FRET -0.4.
Screening C/C(=N\NC(=S)NC(C)C)c1ccc(-n2ccnc2)cc1 returned TbHK1 inh -22.9, RBBP9 inhibitor -1.4, Furin inhibitor -23.0[20 µM], m-calpain inh 11.0, EBV gp42 inh -4.8, p97 inhibitor 3.8, p47phox inh -0.1, Runt-SMMHC FRET 1.2 and Runt-CBFb FRET 2.3.
CC(=O)Nc1ccc(Nc2ccc3c4c(cc(=O)n3C)-c3ccccc3C(=O)c24)cc1 was read as TbHK1 inh -9.5, RBBP9 inhibitor 4.2, Furin inhibitor -25.9, m-calpain inh -56.2, EBV gp42 inh 35.5, p97 inhibitor 4.4, p47phox inh 5.5, Runt-SMMHC FRET -2.3 and Runt-CBFb FRET 0.7.
`COc1ccc(CNC(=S)Nc2cc(OC)ccc2OC)cc1` gave TbHK1 inh -1.6, RBBP9 inhibitor -2.7, Furin inhibitor -19.8, m-calpain inh 4.9, EBV gp42 inh -11.7, p97 inhibitor 3.0, p47phox inh -7.7, Runt-SMMHC FRET 4.8 and Runt-CBFb FRET 1.8.
For Cc1cc(C(=O)N/N=C/c2c(C)n(C)c3ccccc23)n[nH]1 the results were TbHK1 inh -47.1, RBBP9 inhibitor 0.0, Furin inhibitor -13.7, m-calpain inh 2.3, EBV gp42 inh -3.0, p97 inhibitor 7.0, p47phox inh -5.7, Runt-SMMHC FRET -2.7 and Runt-CBFb FRET -1.9.
Screening CCCC(c1nnnn1C(C)(C)CC)N1CCN(C2CCCC2)CC1 (centres undefined) returned TbHK1 inh 0.1, RBBP9 inhibitor -5.8, Furin inhibitor -13.8, m-calpain inh -24.5, EBV gp42 inh -10.9, p97 inhibitor -2.5, p47phox inh -4.7, Runt-SMMHC FRET 1.0 and Runt-CBFb FRET -3.1.
`CCOC(=O)c1nnc(-c2ccc(C)cc2)nc1Sc1cccc(Cl)c1` gave TbHK1 inh -10.3, RBBP9 inhibitor -7.3, Furin inhibitor -16.2[20 µM], m-calpain inh -11.6, EBV gp42 inh -17.5, p97 inhibitor 1.2, p47phox inh -0.3, Runt-SMMHC FRET 1.8 and Runt-CBFb FRET 0.2.
C#CCOCCOCCOCCNc1nc(N2CCN(C(=O)[C@H]([C@@H](C)CC)n3cc([C@@H](N)CC(C)C)nn3)CC2)nc(N2CCN(C(=O)[C@H](CCCCN)n3cc([C@@H](N)CC(C)C)nn3)CC2)n1 was read as TbHK1 inh 5.1, RBBP9 inhibitor 0.9, Furin inhibitor -26.1, m-calpain inh -4.3, EBV gp42 inh -10.9, p97 inhibitor 3.7, Runt-SMMHC FRET 1.5 and Runt-CBFb FRET 1.8.
`COc1ccc(S(=O)(=O)N(CC(=O)N2CCN(c3ccccc3OC)CC2)c2ccccc2)cc1` gave TbHK1 inh -7.7, RBBP9 inhibitor -9.8, Furin inhibitor 2.9, m-calpain inh -18.0, EBV gp42 inh 2.9, p97 inhibitor -7.4, p47phox inh -10.9, Runt-SMMHC FRET 1.4 and Runt-CBFb FRET -3.0.

Continued; it opens with the 2 that closed the last part.
C#CCOCCOCCOCCNc1nc(N2CCN(C(=O)[C@H]([C@@H](C)CC)n3cc([C@@H](N)CC(C)C)nn3)CC2)nc(N2CCN(C(=O)[C@H](CCCCN)n3cc([C@@H](N)CC(C)C)nn3)CC2)n1 was read as TbHK1 inh 5.1, RBBP9 inhibitor 0.9, Furin inhibitor -26.1, m-calpain inh -4.3, EBV gp42 inh -10.9, p97 inhibitor 3.7, Runt-SMMHC FRET 1.5 and Runt-CBFb FRET 1.8.
`COc1ccc(S(=O)(=O)N(CC(=O)N2CCN(c3ccccc3OC)CC2)c2ccccc2)cc1` gave TbHK1 inh -7.7, RBBP9 inhibitor -9.8, Furin inhibitor 2.9, m-calpain inh -18.0, EBV gp42 inh 2.9, p97 inhibitor -7.4, p47phox inh -10.9, Runt-SMMHC FRET 1.4 and Runt-CBFb FRET -3.0.
Screening CC(=O)C1=C(C)Nc2ncnn2C1c1ccc(Cl)cc1Cl (centres undefined) returned TbHK1 inh -14.9, RBBP9 inhibitor -3.9, Furin inhibitor -16.0, m-calpain inh -25.2, EBV gp42 inh 1.9, p97 inhibitor 5.1, p47phox inh -4.7, Runt-SMMHC FRET -8.9 and Runt-CBFb FRET -0.9.
Screening Cc1nn(-c2ccccc2[N+](=O)[O-])c(=O)c2ccccc12 returned TbHK1 inh -5.8, RBBP9 inhibitor -1.4, Furin inhibitor -32.6, m-calpain inh 1.0, EBV gp42 inh -4.4, p97 inhibitor -0.3, Runt-SMMHC FRET 1.0 and Runt-CBFb FRET -0.5.
Screening COc1cccc(CC(NC(C)=O)C(=O)NC2CCN(c3c(Cc4ccccc4)c(C)nc4ncnn34)CC2)c1OC (centres undefined) returned TbHK1 inh -13.2, RBBP9 inhibitor -0.4, Furin inhibitor -5.1, m-calpain inh -9.6, EBV gp42 inh -19.9, p97 inhibitor 1.7, p47phox inh 4.2, Runt-SMMHC FRET -0.4 and Runt-CBFb FRET -3.3.
`Cn1cccc1C(=O)OCc1csc(-c2ccccc2)n1` gave TbHK1 inh 1.0, RBBP9 inhibitor -8.4, Furin inhibitor -8.1, m-calpain inh 9.3, EBV gp42 inh -7.9, p97 inhibitor -7.9, p47phox inh -6.6, Runt-SMMHC FRET -7.4 and Runt-CBFb FRET -0.9.
CCOC(=O)C1C(=O)OC2(CCCC2)C1C(=O)OCC (centres undefined) was read as TbHK1 inh 3.8, RBBP9 inhibitor 3.0, Furin inhibitor -5.5[20 µM], m-calpain inh -19.3, EBV gp42 inh -10.8, p97 inhibitor 3.1, p47phox inh -3.4, Runt-SMMHC FRET -0.3 and Runt-CBFb FRET -2.0.
Screening CCCc1cc(C(=O)Nc2ccc(C)cc2)no1 returned TbHK1 inh 2.3, RBBP9 inhibitor -6.5, Furin inhibitor -21.9, m-calpain inh -9.9, EBV gp42 inh -8.2, p97 inhibitor 1.0, p47phox inh -18.5, Runt-SMMHC FRET 0.0 and Runt-CBFb FRET -1.4.
O=C(CSc1nc2ccccc2s1)Nc1ncccn1 was read as TbHK1 inh 2.7, RBBP9 inhibitor -5.7, Furin inhibitor -18.9, m-calpain inh -25.8, EBV gp42 inh -15.6, p97 inhibitor 6.1, p47phox inh -12.2, Runt-SMMHC FRET 1.2 and Runt-CBFb FRET 1.9.
For CC[n+]1ccc(/C=C/c2ccc(N(C)C)cc2)c2ccccc21 the results were TbHK1 inh 2.3, RBBP9 inhibitor -29.6, Furin inhibitor -22.0, m-calpain inh 40.9, EBV gp42 inh -44.6, p97 inhibitor -17.5, p47phox inh -29.9, Runt-SMMHC FRET 2.6 and Runt-CBFb FRET 5.4.
For CN(C)CCCn1c(SCC(=O)Nc2nc(-c3cccc(Br)c3)cs2)nc2ccccc2c1=O the results were TbHK1 inh -11.7, RBBP9 inhibitor 0.5, Furin inhibitor -25.1, m-calpain inh -22.3, EBV gp42 inh -14.1, p97 inhibitor 12.3, p47phox inh 76.2*, Runt-SMMHC FRET 6.7 and Runt-CBFb FRET 2.2.
`Cc1cc(C)n2ncc(/C(N)=N/OC(=O)Nc3ccc(Cl)cc3)c2n1` gave TbHK1 inh -5.2, RBBP9 inhibitor 1.7, Furin inhibitor -5.0, m-calpain inh 20.6, EBV gp42 inh -14.0, p97 inhibitor -2.1, p47phox inh -13.3, Runt-SMMHC FRET 2.2 and Runt-CBFb FRET 2.1.
Cc1cc(NC(=O)C23CCC(C)(C(=O)O2)C3(C)C)no1 (centres undefined) was read as TbHK1 inh 3.6, RBBP9 inhibitor -3.5, Furin inhibitor -15.6[20 µM], m-calpain inh 10.9, EBV gp42 inh -9.9, p97 inhibitor 7.5, p47phox inh 0.7, Runt-SMMHC FRET 2.9 and Runt-CBFb FRET 1.3.
For CN1CCN(C(=S)Nc2ccc(Cl)c(Cl)c2)CC1 the results were TbHK1 inh 1.6, RBBP9 inhibitor -7.5, Furin inhibitor -23.5, m-calpain inh 19.5, EBV gp42 inh 3.3, p97 inhibitor -3.0, p47phox inh -1.9, Runt-SMMHC FRET 1.3 and Runt-CBFb FRET -1.7.
Screening CC1Cc2ccccc2N1c1nc(C2CC2)nc2c1nnn2Cc1ccccc1 (centres undefined) returned TbHK1 inh -31.5, RBBP9 inhibitor -6.9, Furin inhibitor -14.0[20 µM], m-calpain inh -202.0, EBV gp42 inh -22.4, p97 inhibitor 0.7, p47phox inh -37.3, Runt-SMMHC FRET 3.3 and Runt-CBFb FRET 4.3.
